Source: PubChem BioAssay
Tn6 DDE FP: inhibitors of Tn6 peptide binding to human fibrin DD(E) | P02675 | AID 720509 | inhibition, % at 8.3 µM | hit rate 0.21% among 370,000 | Fibrin DD(E) TRITC-Tn6 fluorescence polarization displacement;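 active means inhibition above a per-campaign cutoff: mean of compounds within control limits plus 3 SD, cut at about 15% in these data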;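 further: 0% = median of all compound wells on the plate and 100% = blocking peptide control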
Target sequence (P02675 whole entry, looked up): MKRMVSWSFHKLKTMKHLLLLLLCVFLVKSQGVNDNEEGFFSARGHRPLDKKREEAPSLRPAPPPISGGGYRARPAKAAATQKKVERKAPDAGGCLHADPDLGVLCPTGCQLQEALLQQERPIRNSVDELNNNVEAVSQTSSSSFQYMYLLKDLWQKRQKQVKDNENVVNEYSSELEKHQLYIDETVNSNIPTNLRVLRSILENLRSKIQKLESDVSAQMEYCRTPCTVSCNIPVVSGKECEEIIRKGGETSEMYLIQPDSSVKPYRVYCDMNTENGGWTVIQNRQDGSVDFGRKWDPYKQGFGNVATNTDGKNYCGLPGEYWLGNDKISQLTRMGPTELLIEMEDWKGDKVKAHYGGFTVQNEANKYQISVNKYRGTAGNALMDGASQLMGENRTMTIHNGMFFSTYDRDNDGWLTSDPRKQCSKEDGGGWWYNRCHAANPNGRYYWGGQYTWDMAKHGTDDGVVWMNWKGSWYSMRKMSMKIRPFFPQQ
GAA850 FXN act: frataxin GAA850 promoter activation; hit rate 0.56% among 360,000; HEK293 lucGAA850 FXN promoter luciferase reporter, 24 h; percent of 10 µM SAHA response; activation, % at 6 µM;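 active means activation above the average of all compounds screened plus 3 SD, cutoff fixed separately per campaign, cut at about 7.5% in these data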;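 further: 0% = DMSO wells and 100% = 10 µM SAHA wells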
ARFGAP1 inhibitor: rat ARFGAP1 inhibition; hit rate 0.26% among 360,000; Q62848; Arfgap1-stimulated ARF1 GTP hydrolysis, GDP FP detection; inhibition, % at 16.5 µM;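 active means inhibition above a per-plate limit, mean inhibition of low control wells plus 3 SD, cut at about 25% in these data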;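 further: 0% = DMSO wells with enzyme and 100% = wells lacking Arfgap1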
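Material: rat Arfgap1 GAP domain (His6, aa 1-136), purified enzyme. Also added: human ARF1(Δ1-17)-GTP substrate. Compound dosing: 16.5 µM single point, 1.26% DMSO. Timing: enzyme reaction 120 min at 25 °C after 20 min preincubation. Signal: GDP detection by fluorescence polarization. Read-out basis: percent inhibition of GAP-stimulated GDP formation, scaled between DMSO and no-Arfgap1 medians.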
sPLA2-III inh: Inhibits HGIII-sPLA2 liposome hydrolysis, primary screen; Q9NZ20; QFRET BODIPY PC-A2 liposome hydrolysis, fluorescence; inhibition, % at 12.2 µM; hit rate 0.56% among 370,000; AID 743126;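 active means inhibition above mean plus 3 SD of compounds lying within the high and low control bounds, cut at about 19% in these data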;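 further: 0% = median of test compound wells and 100% = no enzyme DMSO wells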
proKLK7 act: activators of human kallikrein-7 zymogen; P49862; purified proKLK7, EDANS-DABCYL substrate fluorescence; 100% is mature enzyme control, 0% vehicle; activation, % at 7 µM; hit rate 0.9% among 370,000; AID 652039;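 active means activation above the mean of all tested compounds plus 3 SD, computed per campaign excluding outliers beyond control limits, cut at about 13% in these data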
rCAG RNA binder: r(CAG) repeat RNA binding; hit rate 1.3% among 370,000; inhibition, % at 3 µM; TO-PRO-1 dye displacement fluorescence;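 active means inhibition above the plate cutoff, the mean of all test compounds on that plate plus 3 SD, cut at about 35% in these data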;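 further: 0% = DMSO alone and 100% = 100 µM mitoxantrone as full dye displacement; higher means more dye released from RNA so lower well fluorescence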
GC-A act: GC-A (human) enzyme activation. HEK293 GC-A cells, cGMP TR-FRET, EC30 ANP; 0% at EC30 ANP, 100% saturating ANP. activation, % at 10 µM. hit rate 0.14% among 370,000. AID 1671463; in the data active means activation above about 40%
GC-B act: GC-B (human) receptor activation | P20594 | HEK293-GC-B cells, CNP EC30, cGMP TR-FRET; 0% at EC30 CNP, 100% saturating CNP | activation, % at 10 µM | hit rate 0.11% among 370,000;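 active means activation at 10 µM reaching about 35% in either raw or pattern-adjusted values, limit read from the data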
ASAP1 inh: blocks human ASAP1-stimulated Arf1 GTP hydrolysis; inhibition, % at 16.5 µM; GDP FP detection; Q9ULH1; hit rate 0.19% among 360,000; in the data active means inhibition above about 25%;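 further: 0% = vehicle with enzyme and substrate and 100% = no enzyme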
ADAM10 inh: ADAM10 inhibition, QFRET primary screen; hit rate 0.62% among 370,000; O14672; recombinant ADAM10, EDANS/DABCYL FRET peptide cleavage, 3 h; inhibition, % at 7 µM; AID 720582;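 active means inhibition above a per-campaign cutoff equal to the mean of compounds falling between control-based bounds plus 3 SD, cut at about 20% in these data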;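 further: 0% = DMSO wells while the 100% control is not disclosed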
Target sequence (O14672 214-748 limits assumed): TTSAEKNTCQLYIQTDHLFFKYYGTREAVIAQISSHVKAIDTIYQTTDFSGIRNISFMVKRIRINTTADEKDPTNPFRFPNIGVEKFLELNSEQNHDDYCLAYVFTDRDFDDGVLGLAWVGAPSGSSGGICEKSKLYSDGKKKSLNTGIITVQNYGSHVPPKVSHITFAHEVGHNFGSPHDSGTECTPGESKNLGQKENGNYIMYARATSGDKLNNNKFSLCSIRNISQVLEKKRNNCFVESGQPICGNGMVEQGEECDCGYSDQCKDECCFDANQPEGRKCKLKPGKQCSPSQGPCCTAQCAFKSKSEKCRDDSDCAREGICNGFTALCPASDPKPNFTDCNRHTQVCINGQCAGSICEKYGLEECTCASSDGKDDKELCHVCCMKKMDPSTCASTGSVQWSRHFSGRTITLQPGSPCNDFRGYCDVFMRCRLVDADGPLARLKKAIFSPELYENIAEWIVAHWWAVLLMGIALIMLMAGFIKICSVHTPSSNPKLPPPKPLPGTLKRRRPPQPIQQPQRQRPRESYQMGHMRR
* marks the source's active call; other numbers are inactive results.

Results for NC1=NC[C@H](Cc2ccc(O)cc2)N1CC1CCCCC1 ?
Tn6 DDE FP: 1; GAA850 FXN act: -1.3; ARFGAP1 inhibitor: 1; sPLA2-III inh: 1; proKLK7 act: 0.2; rCAG RNA binder: 6; GC-A act: 1; GC-B act: 1; ASAP1 inh: 4; ADAM10 inh: 9

Results for CC(C)OCCCNc1nc(Cl)nc2c1cnn2C ?
Tn6 DDE FP: -6; GAA850 FXN act: 1.1; ARFGAP1 inhibitor: -4; sPLA2-III inh: 0; proKLK7 act: -0.4; rCAG RNA binder: -1; GC-A act: -2; GC-B act: -7; ASAP1 inh: -14; ADAM10 inh: -5

What do the screens show for `CCN(CC)c1ccc2oc(=O)c(C)nc2c1`?
Tn6 DDE FP: 6; GAA850 FXN act: 7.2; ARFGAP1 inhibitor: -4; sPLA2-III inh: -2; proKLK7 act: -3.4; rCAG RNA binder: -49; GC-A act: -3; GC-B act: -3; ASAP1 inh: -18; ADAM10 inh: 0

What do the screens show for `Cc1cc(NC(=O)COC(=O)c2cccc(S(=O)(=O)N(C)C3CCCCC3)c2)no1`?
Tn6 DDE FP: -3; GAA850 FXN act: -1.5; ARFGAP1 inhibitor: 4; sPLA2-III inh: -7; proKLK7 act: 0.8; rCAG RNA binder: 2; GC-A act: 4; GC-B act: 0; ASAP1 inh: 5; ADAM10 inh: 5

What do the screens show for `O=C(NCCCN1CCOCC1)C(=O)NCc1ccccc1`?
Tn6 DDE FP: 1; GAA850 FXN act: -0.5; ARFGAP1 inhibitor: -3; sPLA2-III inh: 1; proKLK7 act: -0.8; rCAG RNA binder: -2; GC-A act: -1; GC-B act: -1; ASAP1 inh: 1; ADAM10 inh: -12

Results for CCN(CC)C(=O)CC[C@@H]1CC[C@]2(CCCN(Cc3cccnc3)C2)O1 ?
Tn6 DDE FP: -1; sPLA2-III inh: 4; proKLK7 act: 0.1; rCAG RNA binder: 2; GC-A act: 2; GC-B act: -2; ADAM10 inh: -7

How did COc1ccc(CCNC(=O)C2CCN(S(=O)(=O)c3ccc(SC)cc3)CC2)cc1 do in these assays?
Tn6 DDE FP: -2; GAA850 FXN act: -0.3; ARFGAP1 inhibitor: -8; sPLA2-III inh: -7; proKLK7 act: 0.0; rCAG RNA binder: -3; GC-A act: -2; GC-B act: -10; ASAP1 inh: -2; ADAM10 inh: -2

How did CCNC(=S)Nc1ccc2c(c1)c(=O)n(C)n2CC=C(C)C do in these assays?
Tn6 DDE FP: -8; GAA850 FXN act: 0.7; ARFGAP1 inhibitor: 9; sPLA2-III inh: 12; proKLK7 act: 46*; rCAG RNA binder: 3; GC-A act: -5; GC-B act: -4; ASAP1 inh: 0; ADAM10 inh: inactive

How did COc1ccc(-c2cc(=O)oc3cc(OCC(=O)NCCCn4ccnc4)ccc23)cc1 do in these assays?
Tn6 DDE FP: -4; GAA850 FXN act: -1.1; ARFGAP1 inhibitor: 1; sPLA2-III inh: -8; proKLK7 act: 0.0; rCAG RNA binder: -4; GC-A act: 3; GC-B act: 7; ASAP1 inh: 4; ADAM10 inh: -59

What do the screens show for `CCCNC(=O)CCn1cc(-c2ccc(OC)cc2)nc1-c1ccncc1`?
Tn6 DDE FP: -5; GAA850 FXN act: -0.5; ARFGAP1 inhibitor: -7; sPLA2-III inh: 5; proKLK7 act: 0.7; rCAG RNA binder: -4; GC-A act: 3; GC-B act: 5; ASAP1 inh: -7; ADAM10 inh: -4

What do the screens show for `COc1cccc(CC(=O)OCC(=O)NC2CCCC2)c1`?
Tn6 DDE FP: 6; GAA850 FXN act: 2.0; ARFGAP1 inhibitor: 0; sPLA2-III inh: 11; proKLK7 act: 0.1; rCAG RNA binder: -1; GC-A act: -1; GC-B act: 2; ASAP1 inh: 7; ADAM10 inh: -14

Results for COCCn1c(=S)[nH]c2cc(C(=O)NCc3ccc(F)cc3)ccc2c1=O ?
Tn6 DDE FP: -2; GAA850 FXN act: -1.6; ARFGAP1 inhibitor: 3; sPLA2-III inh: 8; proKLK7 act: -0.1; rCAG RNA binder: 1; GC-A act: -3; GC-B act: -7; ASAP1 inh: 6; ADAM10 inh: -20

What do the screens show for `Cc1ccc(-n2nnc3c(=O)n(Cc4cc(C)ccc4C)cnc32)cc1`?
Tn6 DDE FP: -1; GAA850 FXN act: 0.7; ARFGAP1 inhibitor: -6; sPLA2-III inh: -1; proKLK7 act: 0.5; rCAG RNA binder: 0; GC-A act: 0; GC-B act: -2; ASAP1 inh: 5; ADAM10 inh: -7

What do the screens show for `NC(=O)c1ccc(N=Cc2ccc([N+](=O)[O-])s2)cc1`?
Tn6 DDE FP: 1; GAA850 FXN act: 3.9; ARFGAP1 inhibitor: -1; sPLA2-III inh: -4; proKLK7 act: 0.0; rCAG RNA binder: 7; GC-A act: -1; GC-B act: -2; ASAP1 inh: 12; ADAM10 inh: 7

What do the screens show for `CC(=O)Nc1ccc2nc(C)n(Cc3ccc(Cl)cc3)c(=O)c2c1`?
Tn6 DDE FP: 3; GAA850 FXN act: 5.5; ARFGAP1 inhibitor: -2; sPLA2-III inh: 1; proKLK7 act: 0.0; rCAG RNA binder: -3; GC-A act: 8; GC-B act: 9; ASAP1 inh: 2; ADAM10 inh: -6

Continued, overlapping the part above by two compounds.
What do the screens show for `NC(=O)c1ccc(N=Cc2ccc([N+](=O)[O-])s2)cc1`?
Tn6 DDE FP: 1; GAA850 FXN act: 3.9; ARFGAP1 inhibitor: -1; sPLA2-III inh: -4; proKLK7 act: 0.0; rCAG RNA binder: 7; GC-A act: -1; GC-B act: -2; ASAP1 inh: 12; ADAM10 inh: 7

What do the screens show for `CC(=O)Nc1ccc2nc(C)n(Cc3ccc(Cl)cc3)c(=O)c2c1`?
Tn6 DDE FP: 3; GAA850 FXN act: 5.5; ARFGAP1 inhibitor: -2; sPLA2-III inh: 1; proKLK7 act: 0.0; rCAG RNA binder: -3; GC-A act: 8; GC-B act: 9; ASAP1 inh: 2; ADAM10 inh: -6

How did N#CCN1CCC2(O)CCCCC2C1c1ccc2c(c1)OCO2 (stereo not drawn) do in these assays?
Tn6 DDE FP: -6; GAA850 FXN act: -1.0; ARFGAP1 inhibitor: -1; sPLA2-III inh: -2; proKLK7 act: 0.0; rCAG RNA binder: -2; GC-A act: 0; GC-B act: 0; ASAP1 inh: 6; ADAM10 inh: -1

How did O=C(CN1C(=O)NC2(CCOc3ccccc32)C1=O)c1ccc(F)c(F)c1 (stereo not drawn) do in these assays?
Tn6 DDE FP: -3; GAA850 FXN act: -0.1; ARFGAP1 inhibitor: 1; sPLA2-III inh: -9; proKLK7 act: 0.1; rCAG RNA binder: 2; GC-A act: 3; GC-B act: -3; ASAP1 inh: -7; ADAM10 inh: 5

How did CC(C)C(=O)NC(=S)Nc1ccc(S(=O)(=O)N(C)C)cc1 do in these assays?
Tn6 DDE FP: 9; GAA850 FXN act: 1.9; ARFGAP1 inhibitor: -7; sPLA2-III inh: 3; proKLK7 act: -0.4; rCAG RNA binder: -2; GC-A act: 2; GC-B act: 1; ASAP1 inh: -6; ADAM10 inh: 2

How did CCCCn1c(N)c(N(CC(C)C)C(=O)c2ccc(OCc3c(C)noc3C)cc2)c(=O)[nH]c1=O do in these assays?
Tn6 DDE FP: -5; GAA850 FXN act: 1.9; ARFGAP1 inhibitor: 11; sPLA2-III inh: -2; proKLK7 act: -0.2; rCAG RNA binder: 1; GC-A act: 4; GC-B act: 0; ASAP1 inh: 1; ADAM10 inh: -9

What do the screens show for `O=C(NCCc1ccccc1)OCc1cn(Cc2ccc(F)cc2F)nn1`?
Tn6 DDE FP: 3; sPLA2-III inh: 1; proKLK7 act: 0.0; rCAG RNA binder: -2; GC-A act: 2; GC-B act: 6; ADAM10 inh: 2

How did Cc1ccccc1-c1ccc(CN2C(C(C)C)C(=O)N(Cc3cn(CCC4OCCO4)nn3)CCS2(=O)=O)cc1 (stereo not drawn) do in these assays?
Tn6 DDE FP: 4; ARFGAP1 inhibitor: -5; sPLA2-III inh: -30; proKLK7 act: 1.1; rCAG RNA binder: 6; GC-A act: 7; GC-B act: -3; ASAP1 inh: 1; ADAM10 inh: 14

How did COc1cc(/C=N/NC(=O)c2cccc(N3CCCC3=O)c2)ccc1O do in these assays?
Tn6 DDE FP: -1; GAA850 FXN act: -1.4; ARFGAP1 inhibitor: 11; sPLA2-III inh: 8; proKLK7 act: 0.4; rCAG RNA binder: 3; GC-A act: -1; GC-B act: -1; ASAP1 inh: 23; ADAM10 inh: -10

Results for CCc1ccc(NC(=O)CSc2ccc(-c3ccco3)nn2)cc1 ?
Tn6 DDE FP: 9; GAA850 FXN act: 1.9; ARFGAP1 inhibitor: -11; sPLA2-III inh: -6; proKLK7 act: 0.6; rCAG RNA binder: 5; GC-A act: 2; GC-B act: 2; ASAP1 inh: -3; ADAM10 inh: -9

Results for Cc1cc([N+](=O)[O-])nn1CC(=O)NCCCn1ccnc1 ?
Tn6 DDE FP: 5; GAA850 FXN act: 1.0; ARFGAP1 inhibitor: -2; sPLA2-III inh: 4; proKLK7 act: 0.1; rCAG RNA binder: 1; GC-A act: 0; GC-B act: 2; ASAP1 inh: 0; ADAM10 inh: 4

How did Cc1ccc([C@@H]2[C@@H]3C(=O)N(C)C(=O)[C@@H]3[C@]3(Cc4ccccc4)C(=O)N(Cc4ccccc4)CC(=O)N23)o1 do in these assays?
Tn6 DDE FP: 3; GAA850 FXN act: 0.5; ARFGAP1 inhibitor: 1; sPLA2-III inh: 4; proKLK7 act: -0.3; rCAG RNA binder: -5; GC-A act: 0; GC-B act: -1; ASAP1 inh: 6; ADAM10 inh: 7

How did O=C(Cn1c(-c2ccccc2)c[n+]2ccsc12)c1ccccc1 do in these assays?
Tn6 DDE FP: 2; GAA850 FXN act: 0.3; ARFGAP1 inhibitor: 3; sPLA2-III inh: -6; proKLK7 act: 0.0; rCAG RNA binder: 2; GC-A act: 4; GC-B act: 5; ASAP1 inh: 0; ADAM10 inh: -7

How did Cc1cc([N+](=O)[O-])ccc1Nc1nc2ccccc2n2cnnc12 do in these assays?
Tn6 DDE FP: -1; GAA850 FXN act: 2.7; ARFGAP1 inhibitor: -7; sPLA2-III inh: 6; proKLK7 act: 0.0; rCAG RNA binder: 3; GC-A act: -8; GC-B act: -6; ASAP1 inh: -4; ADAM10 inh: -17

Quoted at random: 2 entries already listed, in no set order.
How did CC(C)C(=O)NC(=S)Nc1ccc(S(=O)(=O)N(C)C)cc1 do in these assays?
Tn6 DDE FP: 9; GAA850 FXN act: 1.9; ARFGAP1 inhibitor: -7; sPLA2-III inh: 3; proKLK7 act: -0.4; rCAG RNA binder: -2; GC-A act: 2; GC-B act: 1; ASAP1 inh: -6; ADAM10 inh: 2

How did O=C(CN1C(=O)NC2(CCOc3ccccc32)C1=O)c1ccc(F)c(F)c1 (stereo not drawn) do in these assays?
Tn6 DDE FP: -3; GAA850 FXN act: -0.1; ARFGAP1 inhibitor: 1; sPLA2-III inh: -9; proKLK7 act: 0.1; rCAG RNA binder: 2; GC-A act: 3; GC-B act: -3; ASAP1 inh: -7; ADAM10 inh: 5
